D3 antag – qHTS of D3 Dopamine Receptor Antagonist: qHTS; D(3) dopamine receptor (Homo sapiens), P35462; D3R cells, DiscoveRx beta-arrestin luminescence, antagonist mode; active compounds read low; max response, negative = inhibition, %; hit rate 2.5% among 360,000; AID 652054, 2013; in the data active = max response below about -50%; inconclusive = no clear call, values can overlap the other calls; note: % is set by controls: 0 for no effect and ±100 for the full control effect; mostly tested at two doses, the higher about 12 µM
Target sequence (P35462 whole entry, looked up): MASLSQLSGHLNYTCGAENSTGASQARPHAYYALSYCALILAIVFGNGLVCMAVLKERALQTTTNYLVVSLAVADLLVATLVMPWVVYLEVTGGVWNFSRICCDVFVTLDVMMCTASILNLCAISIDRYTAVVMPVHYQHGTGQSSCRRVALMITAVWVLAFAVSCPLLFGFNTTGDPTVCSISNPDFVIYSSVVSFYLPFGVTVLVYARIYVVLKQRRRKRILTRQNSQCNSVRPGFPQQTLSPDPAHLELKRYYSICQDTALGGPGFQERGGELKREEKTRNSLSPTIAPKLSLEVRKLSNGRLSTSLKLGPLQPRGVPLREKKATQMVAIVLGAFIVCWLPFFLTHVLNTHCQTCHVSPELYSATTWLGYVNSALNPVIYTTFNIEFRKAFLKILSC
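Cells plated overnight at 1500 cells/well, then exposed to library compounds with dopamine controls for 90 minutes at 37 degrees C. DiscoveRx reagent added for 30–60 minutes at room temperature; luminescence read, quantitative HTS format.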
SW480 rerep – A quantitative high throughput screen for small molecules that induce DNA re-replication in SW480 colon adenocarcinoma cells. hit rate 1.8% among 340,000. SW480 DNA re-replication, Hoechst DNA content imaging, 48 h. Potency, µM (doses to about 46.1 µM), inactives show at the highest dose re-replication activation, hits mostly activators; note: potency is the fitted concentration of half-maximal effect; % of control where 0% means no effect; nearly all actives have a fitted effect of over 55% in size
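First, 250 cells per well were seeded. Next, compound or vehicle (23 nL) was pinned in, plates sat 48 hr at 37 C. Finally Hoechst was added for 40 min before fluorescence scanning.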
KB-3-1 tox – qHTS assay for MDR1-selective chemotherapeutics: Primary screen using the parental adenocarcinoma cell KB-3-1; KB-3-1 viability, CellTiter-Glo ATP luminescence, 72 h; Potency, µM (series often up to 46.1 µM), for the others: at the highest dose activity change, negative = cytotoxic, hits mostly cytotoxic; hit rate 1.4% among 400,000; AID 1347075, 2019; note: potency is the fitted concentration of half-maximal effect; % is set by controls: 0 for no effect and ±100 for the full control effect; nearly all actives have a fitted effect of over 60% in size
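Here the drug-naive KB-3-1 line serves as comparator for MDR sub-line selectivity; cells received compound titrations, 72 h at 37 °C, then CellTiter-Glo readout.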
IL1B secr inh – qHTS for Inhibitors of Inflammasome Signaling: IL-1-beta AlphaLISA Primary Screen; activity change, % at 57.5 µM; hit rate 4.7% among 360,000; THP-1 LPS/ATP IL-1B secretion, AlphaLISA, 16 h; active compounds read low; in the data active = activity change below about -50%; inconclusive = mostly about -30% to -49%; note: % is set by controls: 0 for no effect and ±100 for the full control effect
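Secreted IL-1B measured by AlphaLISA bead assay after 16 h compound exposure of THP-1 cells; compounds (final up to 57.5 uM) added 1 h before LPS (250 ng/mL) and ATP (1.25 mM) stimulation; lower signal means less secretion.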
DRD3 agonist – qHTS of D3 Dopamine Receptor Agonist: qHTS | D3R DiscoveRx beta-arrestin cells, luminescence, 90 min | AID 652048, 2013 | max activation, % | D(3) dopamine receptor (Homo sapiens), P35462 | hit rate 0.58% among 410,000; in the data active = max activation above about 30%; note: 0% is about no effect; mostly tested at two doses, the higher about 12 µM
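Agonist mode: compounds and dopamine controls were applied to plated cells for 90 min at 37 degrees C after an overnight attachment at 1500 cells/well. Luminescent read-out followed 30 - 60 minutes at room temperature with DiscoveRx detection reagent.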
GLP-1R agonist – qHTS of GLP-1 Receptor Agonists | Glucagon-like peptide 1 receptor (Homo sapiens), P43220 | HEK293 GLP-1R CRE-luciferase, luminescence, 4-6 h; cells express a hypersensitive GLP-1R form | Potency, µM (top dose mostly 45.6 µM), inactives show at the highest dose activation, most hits filed as activators | hit rate 0.007% among 380,000; note: potency is the fitted concentration of half-maximal effect; % of control where 0% means no effect
Target sequence (P43220 whole entry, looked up): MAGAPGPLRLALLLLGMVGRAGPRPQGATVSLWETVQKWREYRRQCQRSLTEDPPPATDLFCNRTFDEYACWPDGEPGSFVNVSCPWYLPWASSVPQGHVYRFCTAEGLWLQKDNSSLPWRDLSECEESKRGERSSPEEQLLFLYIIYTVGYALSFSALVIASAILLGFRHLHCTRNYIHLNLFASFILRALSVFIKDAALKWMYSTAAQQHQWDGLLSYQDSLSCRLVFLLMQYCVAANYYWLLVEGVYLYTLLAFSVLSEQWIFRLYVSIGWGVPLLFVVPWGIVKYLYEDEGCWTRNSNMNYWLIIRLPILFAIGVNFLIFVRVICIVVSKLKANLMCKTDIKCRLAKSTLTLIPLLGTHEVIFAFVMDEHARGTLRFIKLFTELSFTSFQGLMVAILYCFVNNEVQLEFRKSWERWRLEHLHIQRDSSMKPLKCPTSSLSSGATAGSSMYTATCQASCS
HT1080-NT tox – qHTS for induction of synthetic lethality in tumor cells producing 2HG: qHTS for the HT-1080-NT fibrosarcoma cell line. HT-1080-NT fibrosarcoma viability, CellTiter-Glo ATP luminescence, 48 h. Potency, µM (titrated, usually from 46.1 µM), inactives show at the highest dose activity, negative = less viability, most hits filed as cytotoxic. hit rate 1.6% among 360,000;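 note: NT is the 2HG producing partner of a matched IDH1 knockdown line; potency is the fitted concentration of half-maximal effect; 0% = DMSO-treated cells and -100% = media-only wells without cells; nearly all actives have a fitted effect of over 55% in size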
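Toxicity toward the 2HG-producing NT line was scored as %Activity, normalised to DMSO and no-cell wells, from CellTiter-Glo luminescence after 48 hours' treatment.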
HT1080 IDH1KD tx – qHTS for induction of synthetic lethality in tumor cells producing 2HG: qHTS for the HT-1080-IDH1KD cell line; hit rate 2% among 360,000; Potency, µM (titrated, usually from 46.1 µM), for the others: at the highest dose activity, negative = toxicity, usual class: cytotoxic; AID 686971, 2013; HT-1080 IDH1 knockdown viability, ATP luminescence, 48 h;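 note: potency is the fitted concentration of half-maximal effect; 0% = DMSO wells and -100% = cell-free medium wells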
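Cytotoxicity counter-line: IDH1KD HT-1080, 48 h, CellTiter-Glo. Curves classed by r2, magnitude and activity.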
KB-V1 cytotox – qHTS assay for MDR1-selective chemotherapeutics: Primary screen using the drug-selected MDR subline cells KB-V1; KB-V1 MDR cells viability, CellTiter-Glo, 72 h; Potency, µM (titrated, usually from 46.1 µM), for inactives: at the top dose activity change, negative = cytotoxicity, hits mostly cytotoxic; hit rate 3.4% among 400,000; AID 1347076, 2019; note: potency is the fitted concentration of half-maximal effect; % is set by controls: 0 for no effect and ±100 for the full control effect; nearly all actives have a fitted effect of over 60% in size
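Compound-treated KB-V1 multidrug-resistant cells, 72 h, 37 degrees C; viability by CellTiter-Glo. Fitted qHTS curves give the values.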
* hit, by the source's call; ? = inconclusive; / = not tested or not shown; & = joins results of further samples. Unless noted, calls come from the whole dose curve; as a rule, active = well fitted curve in the direction sought with a large enough effect; inconclusive = small, poorly fitted or top-dose-only effect, or another doubt; inactive = no such curve, though single readings can be large; an effect the other way counts as inactive or inconclusive.

The first 5 compounds as a preview:
1: Cc1cc(C)c(C)c(S(=O)(=O)Nc2ccccc2C(=O)NN2CCOCC2)c1C
2: CC(NC(=O)c1ccccc1)C(=O)N/N=C/c1cccc([N+](=O)[O-])c1 (configuration not stated)
3: CCCCCCCCCCSc1n[nH]c(N)n1
4: Cc1csc(NC(=O)c2ccccc2C(=O)O)n1
5: Clc1ccc(-c2nc(N3CCOCC3)nc3ccccc23)cc1
compound no.	1	2	3	4	5
D3 antag	-14	8	30	?	-23
SW480 rerep	-4%	3%	-2%	-14%	17%
KB-3-1 tox	-8%	20%	-9%	3%	3%
IL1B secr inh	14	-2	7	-2	21
DRD3 agonist	-13	-6	14	-2	-7
GLP-1R agonist	2%	15%	29%	1%	-4%
HT1080-NT tox	-6%	15%	-3%	10%	6%
HT1080 IDH1KD tx	-8%	13%	-22%	9%	26%
KB-V1 cytotox	0%	0%	0%	12%	-2%

The listing, repeating the preview:
1: Cc1cc(C)c(C)c(S(=O)(=O)Nc2ccccc2C(=O)NN2CCOCC2)c1C
2: CC(NC(=O)c1ccccc1)C(=O)N/N=C/c1cccc([N+](=O)[O-])c1 (configuration not stated)
3: CCCCCCCCCCSc1n[nH]c(N)n1
4: Cc1csc(NC(=O)c2ccccc2C(=O)O)n1
5: Clc1ccc(-c2nc(N3CCOCC3)nc3ccccc23)cc1
6: O=[N+]([O-])c1ccc(S(=O)(=O)CC(CN2CCOCC2)N2CCOCC2)cc1 (configuration not stated)
7: Cc1c(-c2csc(N)n2)c2ccccc2n1C
8: Cn1nc(C(=O)OCC(=O)Nc2cc(Cl)ccc2C#N)c2ccccc2c1=O
9: CCCCc1ccc(/C=C2/C(=O)ON=C2c2ccccc2)s1
10: CCN(CC)CCOC(=O)c1cccc(Br)c1
compound no.	1	2	3	4	5	6	7	8	9	10
D3 antag	-14	8	30	?	-23	?	-11	37	-29	-58*
SW480 rerep	-4%	3%	-2%	-14%	17%	26%	19%	-2%	-8%	-12%
KB-3-1 tox	-8%	20%	-9%	3%	3%	?	-1%	8%	-14%	-10%
IL1B secr inh	14	-2	7	-2	21	-74*	?	34	4	-17
DRD3 agonist	-13	-6	14	-2	-7	2	-3	13	-20	-15
GLP-1R agonist	2%	15%	29%	1%	-4%	8%	11%	-3%	0%	0%
HT1080-NT tox	-6%	15%	-3%	10%	6%	-13%	-12%	5%	-5%	-4%
HT1080 IDH1KD tx	-8%	13%	-22%	9%	26%	-8%	-10%	0%	-3%	2%
KB-V1 cytotox	0%	0%	0%	12%	-2%	-15%	-7%	?	11%	-8%

11: Cc1cccn2c(CNCCCOc3cccnc3)c(C(=O)N3CCOCC3)nc12
12: CCn1c(C(=O)O)c(CC(=O)N(C)c2ccc(OC)cc2OC)c2ccccc21
13: CC(C)(C)NC(=O)NC(=O)COC(=O)C1=COCCO1
14: COc1ccccc1NC(=O)COc1cc(C)nc(C(C)C)n1
15: C=C(C)COc1ccc(-c2n[nH]c(C)c2Oc2ccccc2OC)c(O)c1
16: CC(=O)c1ccccc1NC(=O)CCN1C(=O)C2CCCCC2C1=O (configuration not stated)
17: CNC(=S)N/N=C/c1cc(Br)c(OCc2ccncc2)c(OC)c1
18: c1ccc(C(Cc2nc(-c3ccncc3)no2)c2ccccc2)cc1
19: O=C(O)CC1(CC(=O)Nc2ccc3ccccc3c2)CCCCC1
20: CCOc1cc(N2CCOCC2)c(OCC)cc1NC(=O)C1CC(=O)N(c2ccccc2OCC)C1 (configuration not stated)
compound no.	11	12	13	14	15	16	17	18	19	20
D3 antag	-12	-14	-11	-7	3	21	7	0	-7	-21
SW480 rerep	0%	-5%	3%	8%	25%	-1%	1%	-1%	-4%	-1%
KB-3-1 tox	14%	11%	0%	-12%	?	27%	0%	12µM*	9%	10%
IL1B secr inh	11	-4	12	20	-30	-1	-2	-29	-4	-13
DRD3 agonist	-19	-2	1	13	4	0	0	4	1	12
GLP-1R agonist	6%	-2%	3%	-3%	-17%	9%	12%	-5%	-3%	0%
HT1080-NT tox	7%	-7%	-3%	10%	?	3%	13%	1%	-11%	-6%
HT1080 IDH1KD tx	6%	0%	-2%	3%	?	21%	10%	-17%	-20%	0%
KB-V1 cytotox	-18%	?	22%	-25%	?	9%	2%	0%	0%	-17%

21: COC(=O)c1cccc(NC(=O)CCc2c(C)noc2C)c1
22: CC(C)(CNC(=O)c1cccs1)N1CCOCC1
23: COc1ccc(CCC(=O)OCC(=O)Nc2ccc3[nH]c(=O)[nH]c3c2)cc1
24: COc1ccccc1N(/N=C1\Sc2ccccc2C1=O)C(C)=O
25: O=C(NCc1ccccc1)NC1CCCCC1
26: COc1cccc(-n2c(SCC(=O)Nc3ccc4c(c3)CCC4)nc3ccccc3c2=O)c1
27: CCCCC(=O)N1C/C=C\C(c2ccc(OC)cc2)N(Cc2ccc(F)cc2)C(=O)[C@H]1Cc1ccccc1 (some centres not stated)
28: COCCn1c(=NC(=O)c2ccco2)sc2cc(C(=O)OC)ccc21
29: O=C(NCc1ccccc1)C1C(c2ccccc2)=Nc2ccccc2N1C(=O)c1ccncc1 (configuration not stated)
30: O=S1(=O)N=C(N(CCO)/N=C/C=C/c2ccccc2)c2ccccc21
compound no.	21	22	23	24	25	26	27	28	29	30
D3 antag	1	-2	-1	0	13	0	-5	0	?	4
SW480 rerep	-4%	0%	5%	4%	12%	3%	3.7µM*	1%	/	0%
KB-3-1 tox	2%	-5%	12%	-8%	0%	-5%	?	2%	-27%	?
IL1B secr inh	48	10	4	-7	10	1	-19	-9	-14	?
DRD3 agonist	-1	-3	4	1	1	-2	3	1	-21	-4
GLP-1R agonist	-1%	-3%	-5%	-1%	4%	5%	6%	-3%	/	2%
HT1080-NT tox	-1%	6%	21%	-9%	9%	-9%	?	11%	-17%	-28%
HT1080 IDH1KD tx	0%	-4%	16%	-7%	17%	-14%	?	17%	-5%	-22%
KB-V1 cytotox	19%	-7%	0%	12%	-8%	1%	0%	14%	?	?

31: Clc1ccc(-c2noc(/C=C/c3ccccc3)n2)cc1
32: CCN(C(=O)c1cnc(OC)cc1C(F)(F)F)c1ccc(Cl)cc1Cl
33: C=CCN1C(=O)C2C3C=CC(C2C1=O)C1C2C(=O)N(CC=C)C(=O)C2C31 (configuration not stated)
34: COC(=O)n1c(=O)oc2cc(S(=O)(=O)N3CCCCC3)ccc21
35: Cc1cc(C)c2oc(C(=O)Nc3ccc(S(=O)(=O)Nc4nccc(C)n4)cc3)cc(=O)c2c1
36: OC(COC(c1ccccc1)c1ccccc1)CN1CCN(c2ccccn2)CC1 (configuration not stated)
37: Cc1noc(C)c1CSCC(=O)Oc1ccc(N(C)S(=O)(=O)c2ccc(Cl)cc2)cc1
38: COC(=O)c1cc(S(=O)(=O)N2CCN(c3cccc(C)c3C)CC2)c[nH]1
39: CCOC(=O)CSCC(=O)N1CCC(Cc2ccccc2)CC1
40: CC1CCN(C(=S)NC(=O)c2ccc(C(C)(C)C)cc2)CC1
compound no.	31	32	33	34	35	36	37	38	39	40
D3 antag	4	0	15	7	2	-9	-4	10	-5	-20
SW480 rerep	-11%	-8%	21%	-4%	2%	25%	-18%	-2%	-13%	6%
KB-3-1 tox	0%	1%	0%	-11%	4%&-3%	-19%	12%	-24%	22%	?
IL1B secr inh	-23	29	16	4	-10	?	-4	7	-4	0
DRD3 agonist	-8	-23	4	10	4&14	56*	36*	0	3	3
GLP-1R agonist	-4%	0%	-3%	-1%	13%	12%	10%	10%	13%	12%
HT1080-NT tox	3%	22%	3%	2%	2%	-10%	15%	-11%	11%	-1%
HT1080 IDH1KD tx	9%	15%	-1%	2%	-1%	-4%	12%	-8%	6%	1%
KB-V1 cytotox	4%	-15%	5%	?	?	-22%	13%	-7%	?	-6%

41: CN(Cc1ccccc1)c1ncnc2[nH]ncc12
42: COc1ccc(N2C(=O)CSC23C(=O)Nc2ccccc23)cc1OC (configuration not stated)
43: COC(=O)c1sc2nc(SCc3cccc(Cl)c3)n(N)c(=O)c2c1C
44: CCCCC(CC)CNC(=O)C1CCN(S(=O)(=O)c2cccc3nsnc23)CC1 (configuration not stated)
45: COc1ccc(CCNC(=O)CCn2c(=O)c3cccn3c3cccnc32)cc1OC
46: COc1ccc(C)cc1N(CC(=O)N1CCCC1)S(C)(=O)=O
47: CCCc1cc(=O)oc2cc(OCC(=O)NCCc3c[nH]c4ccccc34)ccc12
48: CCOC(=O)N1CCC(N(CCN(C)C)C(=S)Nc2cccc(Cl)c2)CC1
49: COc1ccc(-n2c(C)c(C(C)=O)c3cc(O)ccc32)cc1
compound no.	41	42	43	44	45	46	47	48	49
D3 antag	3	15	30	/	-2	-13	?	1	-15
SW480 rerep	?	-3%	-3%	/	4%	-11%	1%	-8%	-10%
KB-3-1 tox	-6%	-4%	13%	5%	10%	18%	-1%	?	5%
IL1B secr inh	15	9	24	/	0	7	-21	-28	0
DRD3 agonist	10	-3	1	-12	4&-5	-4	-9	0	2
GLP-1R agonist	13%	-3%	1%	0%	6%	8%	2%	-1%	-1%
HT1080-NT tox	-18%	7%	11%	/	5%	12%	?	2%	-4%
HT1080 IDH1KD tx	-9%	12%	4%	/	9%	10%	?	2%	-1%
KB-V1 cytotox	-10%	-15%	1%	-15%	1%	15%	0%	6%	?

From PubChem
